MEX-5 binding: MEX-5 zinc finger RNA-binding disruptors – biochemical, C. elegans, fluorescence polarization, MLPCN library, primary screen. 0.38% of 300,000 active. Zinc finger protein mex-5 (Caenorhabditis elegans), Q9XUB2. AID 1832, 2009. activity score (negative = inhibition of binding), % at 10 µM. MEX-5/FITC-TCR2 RNA binding; stronger effect = lower value;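 active means inhibition past about -25% in most replicates, and total fluorescence under double the plate's negative control median, limit read from the data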;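 further: 0% = DMSO and -100% = 5 µM competing unlabeled TCR2 RNA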
EBNA-1 inhibitor: EBNA-1 DNA-binding inhibitors, primary screen, biochemical, fluorescence polarization. inhibition, % at 14.8 µM. 0.34% of 300,000 active. AID 1950, 2009; in the data active means inhibition above about 28%
BCLXL inh: inhibitors of human Bcl-xL, primary screen, biochemical, fluorescence polarization, HTS | GST-Bcl-xL / FITC-Bim BH3 peptide fluorescence polarization | inhibition, % at 10.9 µM | 0.7% of 320,000 active | AID 2129, 2009;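 active means inhibition above the mean of all tested compounds plus 3 SD, cutoff set per campaign, cut at about 30% in these data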;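 further: 0% = DMSO wells and 100% = unlabeled Bim-BH3 peptide competitor; inhibitors lower millipolarization by displacing the labeled peptide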
MCL1 BIM primary: inhibitors of MCL1 binding to BIM-BH3, primary screen, biochemical, fluorescence polarization; Induced myeloid leukemia cell differentiation protein Mcl-1 (Homo sapiens), Q07820; GST-MCL1 / FITC-Bim-BH3 fluorescence polarization; inhibition, % at 10.9 µM; 0.68% of 320,000 active; AID 2057, 2009;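 active means inhibition above the mean inhibition of all tested compounds plus 3 SD, set per campaign, cut at about 40% in these data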;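 further: 0% = DMSO wells and 100% = unlabeled Bim-BH3 peptide control; higher means more loss of mP so more displacement of Bim peptide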
Target sequence (Q07820 whole entry, looked up): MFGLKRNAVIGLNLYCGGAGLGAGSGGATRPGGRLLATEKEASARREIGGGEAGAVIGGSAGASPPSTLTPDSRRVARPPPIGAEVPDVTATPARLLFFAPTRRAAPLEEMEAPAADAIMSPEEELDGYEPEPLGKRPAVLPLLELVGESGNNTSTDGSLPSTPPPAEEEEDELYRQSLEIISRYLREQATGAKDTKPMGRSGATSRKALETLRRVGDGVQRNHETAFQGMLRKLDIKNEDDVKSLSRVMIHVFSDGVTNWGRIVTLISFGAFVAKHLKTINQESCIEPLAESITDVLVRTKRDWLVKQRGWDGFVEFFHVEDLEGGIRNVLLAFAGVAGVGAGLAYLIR
Yeast superoxide: reduction of superoxide in aged yeast, primary screen, HTS | S. cerevisiae aged cells, superoxide DHE fluorescence; stronger effect = lower value | 0.18% of 330,000 active | superoxide response (% of plate mean), % at 10 µM;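 active means superoxide response under a set limit, about three screen SD below normal, cut at about 65% in these data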;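 further: yeast aged for seven days with compound at 30 °C before DHE staining; 100% = average MFI of all compound-treated wells on the plate with controls excluded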
Fam108B counter: mouse Fam108B serine hydrolase inhibitors, primary screen, counter-screen for RBBP9 inhibitor project, biochemical, fluorescence polarization | AID 1947, 2009 | inhibition, % at 9.51 µM | 0.33% of 300,000 active | recombinant Fam108B, FP-Rh probe fluorescence polarization;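 active means inhibition above the screen mean inhibition plus 3 SD, computed separately per campaign, cut at about 18% in these data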;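 further: inhibitors lower polarization as less probe binds the enzyme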
Efflux pump inh: inhibitors of Candida efflux pumps in yeast, primary screen, S. cerevisiae, Nile Red, multiplex; S. cerevisiae Candida pump triplex; 0.44% of 330,000 active; inhibition, % at 10 µM; AID 485275, 2010;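 active means plate passing quality check with inhibition over a set limit, or well fluorescence over plate mean plus 4 SD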;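 further: Nile Red retained in pooled yeast measured as flow cytometry median fluorescence; 0% = buffer negative control and 100% = Enniatin B positive control; higher means more Nile Red kept so more efflux inhibition; some compounds called inactive have numbers as strong as hits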
GLD-1 TGE inh: GLD-1/TGE RNA complex disruptors, primary screen, biochemical, fluorescence polarization; Female germline-specific tumor suppressor gld-1 (Caenorhabditis elegans), Q17339; purified GLD-1 + fluorescein TGE RNA; inhibition, % at 5.96 µM; 0.44% of 320,000 active; AID 2280, 2010;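 active means percent inhibition above a per-plate cutoff, the plate mean of test compounds plus 3 SD, cut at about 30% in these data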;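 further: 0% = DMSO wells with GLD-1 and probe and 100% = wells lacking GLD-1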
ZTA counter: ZTA (EBV) inhibition in EBNA-1 counter-screen | P03206 | ZTA-DNA binding, fluorescence polarization | inhibition, % at 11 µM | 0.15% of 320,000 active; in the data active means inhibition above about 33%
Target sequence (P03206 whole entry, looked up): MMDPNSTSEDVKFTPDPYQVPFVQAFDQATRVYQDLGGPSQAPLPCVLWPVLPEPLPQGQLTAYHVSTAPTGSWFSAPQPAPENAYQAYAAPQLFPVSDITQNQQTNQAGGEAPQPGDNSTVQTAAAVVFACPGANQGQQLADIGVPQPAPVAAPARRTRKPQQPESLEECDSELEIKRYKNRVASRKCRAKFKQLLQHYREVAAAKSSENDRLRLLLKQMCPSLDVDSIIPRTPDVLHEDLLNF
Numbers without * were called inactive; · = no result given.

1. COc1ccc(NC(=O)C2CC(=O)N(Cc3ccc(C)cc3)C2)cc1S(=O)(=O)N1CCCCC1 (stereo not drawn)
2. O=C(NNc1ccccc1Cl)C(O)(c1cccc(C(F)(F)F)c1)c1cccc(C(F)(F)F)c1
3. CCOC(=O)c1c(C)c(C(=O)NCCCOC)c(C)n1C
4. COc1ccccc1NC(=O)N1CCCC1C(=O)Nc1ccc(NC(C)=O)cc1 (stereo not drawn)
5. Cc1noc(C)c1S(=O)(=O)N(CC(=O)NCc1ccc2c(c1)OCO2)c1ccc(C(C)C)cc1
6. O=C(CCl)c1cc2c3c(c1)CC(=O)N3CCC2

screen / no.	1	2	3	4	5	6
Efflux pump inh	-7.5	-0.3	-0.1	0.1	-0.1	-0.1
Yeast superoxide	100	100	110	109	97	100
ZTA counter	12	15	12	-3	-20	15
Fam108B counter	-1	-12	0	0	-2	-2
MEX-5 binding	0.4	1.5	0.7	1.1	2.5	-0.6
BCLXL inh	7	0	7	0	0	7
GLD-1 TGE inh	2	3	8	-6	4	4
MCL1 BIM primary	6	2	9	0	0	9
EBNA-1 inhibitor	0	1	0	-17	-8	17

7. CN(C)CCCNC(=O)C(=O)NCC(c1cccs1)S(=O)(=O)c1ccc(F)cc1 (stereo not drawn)
8. COc1ccc(N(CC(=O)Nc2ccc(F)c(Cl)c2)S(=O)(=O)c2c(C)noc2C)cc1
9. CC1=NN(C(=O)Cc2ccccc2)C(O)(c2ccccc2)C1 (stereo not drawn)
10. C=CCNC(=S)NNC(=O)C(CCC(C)C)CC(C)O (stereo not drawn)
11. CCOC(=O)Cn1c(=S)[nH]c2c(oc3ccc(Cl)cc32)c1=O
12. Cc1cc(C)c(N(CC(=O)NC(C)(C)C)C(=O)CNC(=O)c2cccs2)c(C)c1

screen / no.	7	8	9	10	11	12
Efflux pump inh	-0.1	-0.1	-0.1	-0.2	-0.1	0.1
Yeast superoxide	118	104	101	87	119	104
ZTA counter	-12	-8	-11	-11	-10	-4
Fam108B counter	3	-15	4	-3	-2	-1
MEX-5 binding	1.0	-0.7	-0.9	0.6	-0.4	-0.7
BCLXL inh	2	2	-2	2	-8	4
GLD-1 TGE inh	0	2	-6	0	0	-5
MCL1 BIM primary	1	0	2	-2	2	-3
EBNA-1 inhibitor	7	-4	6	-8	0	-10

Filtered by structure, the entries above containing a halogen (5)
2. O=C(NNc1ccccc1Cl)C(O)(c1cccc(C(F)(F)F)c1)c1cccc(C(F)(F)F)c1
6. O=C(CCl)c1cc2c3c(c1)CC(=O)N3CCC2
7. CN(C)CCCNC(=O)C(=O)NCC(c1cccs1)S(=O)(=O)c1ccc(F)cc1 (stereo not drawn)
8. COc1ccc(N(CC(=O)Nc2ccc(F)c(Cl)c2)S(=O)(=O)c2c(C)noc2C)cc1
11. CCOC(=O)Cn1c(=S)[nH]c2c(oc3ccc(Cl)cc32)c1=O

screen / no.	2	6	7	8	11
Efflux pump inh	-0.3	-0.1	-0.1	-0.1	-0.1
Yeast superoxide	100	100	118	104	119
ZTA counter	15	15	-12	-8	-10
Fam108B counter	-12	-2	3	-15	-2
MEX-5 binding	1.5	-0.6	1.0	-0.7	-0.4
BCLXL inh	0	7	2	2	-8
GLD-1 TGE inh	3	4	0	2	0
MCL1 BIM primary	2	9	1	0	2
EBNA-1 inhibitor	1	17	7	-4	0

Next part:
13. Cn1ccs/c1=N\S(=O)(=O)c1ccc(Br)cc1
14. CCOC(=O)CNC(=O)CNC(=O)c1ccc(OC(C)C)cc1
15. CN(C)C1=NC[C@H](Cc2ccccc2)N1CCCCc1ccccc1
16. CC1CCN(c2ncccc2C(=O)O)CC1
17. Cc1ccc(NC(=O)CSc2nnc(-c3ccncc3)n2C)cc1S(=O)(=O)N1CCOCC1
18. CC(C)NS(=O)(=O)c1ccc(OCC(=O)Nc2ccccc2F)cc1

screen / no.	13	14	15	16	17	18
Efflux pump inh	0.1	0.0	0.1	-1.1	0.0	-0.1
Yeast superoxide	102	91	114	98	97	104
ZTA counter	10	11	-9	1	-16	-2
Fam108B counter	-3	0	2	0	0	-2
MEX-5 binding	0.6	-0.5	·	0.5	0.4	-6.7
BCLXL inh	2	5	4	3	2	3
GLD-1 TGE inh	0	8	-4	3	-1	-2
MCL1 BIM primary	1	7	6	7	-5	-3
EBNA-1 inhibitor	1	5	-28	0	-7	0

19. O=C(Nc1ccccc1N1CCOCC1)c1ccc(F)c(S(=O)(=O)N2CCOCC2)c1
20. CC(C)(C)C(=O)Nc1ccc(NC(=O)c2ccco2)nc1
21. Cc1ccc(S(=O)(=O)N2CCN(C(=O)COC(=O)c3ccc([N+](=O)[O-])o3)CC2)c(C)c1
22. Clc1ccc(Nc2ccc3ccccc3n2)cc1
23. COc1ccc2nc(NC(=O)c3ccc(-c4cccc([N+](=O)[O-])c4)o3)sc2c1
24. Cc1ccccc1Nc1nc(N)nc(COC(=O)c2ccc(O)cc2)n1

screen / no.	19	20	21	22	23	24
Efflux pump inh	0.3	0.0	0.1	0.2	-0.2	-0.1
Yeast superoxide	108	90	110	90	110	95
ZTA counter	-2	1	15	10	-2	0
Fam108B counter	·	0	·	-2	3	0
MEX-5 binding	·	-0.8	·	1.5	3.7	-1.5
BCLXL inh	5	3	-2	4	-6	1
GLD-1 TGE inh	4	-5	-1	4	-8	5
MCL1 BIM primary	4	3	-7	-3	-22	-12
EBNA-1 inhibitor	·	-4	·	-4	-2	6

25. Cc1cccc(NC(=S)N(Cc2ccc(Cl)cc2)Cc2ccc(C(=O)O)cc2)c1
26. c1ccc(-c2ccccc2OCCN2CCCC2)cc1
27. Cc1ccccc1C(=O)NCCNC(=O)c1ccco1
28. CCOc1ccccc1NC(=O)C(NCC1(N2CCCCC2)CCCCC1)c1ccccc1 (stereo not drawn)
29. O=C(NNC(=O)c1ccccc1F)c1ccc(-c2ccc(Cl)cc2)o1

screen / no.	25	26	27	28	29
Efflux pump inh	-0.1	0.2	-0.3	-0.1	0.1
Yeast superoxide	101	109	84	102	118
ZTA counter	9	-2	-1	2	0
Fam108B counter	6	0	-3	0	-1
MEX-5 binding	-1.7	-1.4	-0.4	-0.7	0.9
BCLXL inh	0	11	2	3	1
GLD-1 TGE inh	7	5	0	5	-2
MCL1 BIM primary	5	5	3	0	-7
EBNA-1 inhibitor	0	6	7	11	-10

Compound activity from PubChem BioAssay.
